Screening data as filed in PubChem BioAssay.
SIRT5 block: sirtuin-5 (human) deacylase inhibition; Purified SirT5, succinyl-peptide AMC, trypsin-coupled fluorescence; inhibition, % at 15 µM; AID 652115; actives 1.1% (n = 330,000); Q9NXA8; in the data active = inhibition above about 15%
Target sequence (Q9NXA8 whole entry, looked up): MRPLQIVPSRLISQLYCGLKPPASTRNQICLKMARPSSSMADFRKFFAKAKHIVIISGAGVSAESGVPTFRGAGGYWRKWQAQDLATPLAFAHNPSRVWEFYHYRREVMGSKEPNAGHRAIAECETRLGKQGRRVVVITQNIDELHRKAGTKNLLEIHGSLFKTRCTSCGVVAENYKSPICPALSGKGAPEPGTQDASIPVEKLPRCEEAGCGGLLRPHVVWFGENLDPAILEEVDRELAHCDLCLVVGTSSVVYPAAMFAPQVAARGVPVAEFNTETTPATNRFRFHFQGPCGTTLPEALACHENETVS
PGC1a acetyl inh: lowers PGC1a acetylation signal in U2OS cells; inhibition, % at 15.6 µM; AID 651687; AlphaScreen anti-acetyl-lysine; with virally co-expressed GCN5 acetyltransferase; actives 0.17% (n = 350,000);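 active = every replicate shows inhibition of at least 40%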;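 also: 0% = neutral control wells and 100% = positive control wells; some results beyond the cut were filed as inactive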
ERAP1 HTS inh: blocks human ERAP1 aminopeptidase activity. Q9NZ08. recombinant ERAP1, Leu-AMC fluorescence, 60 min. inhibition, % at 10.7 µM. actives 0.15% (n = 340,000). AID 652197;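 active = mean replicate inhibition of at least 30%, or all replicates individually reaching that 30% level; inactive = mean below 30% and not every replicate reaching it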;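 also: 0% = neutral control wells and 100% = L-leucinethiol positive control wells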
LGR2 antag: inhibitors of bursicon-induced Drosophila LGR2 receptor cAMP signaling | inhibition, % at 9.99 µM | HEK293 LGR2, CRE-luciferase, bursicon-stimulated, 4 h | AID 720647 | actives 0.35% (n = 380,000);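 active = drop in luminescence signal, shown as inhibition above about 50% in the replicate tests, limit read from the data, passing the limit was not always enough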;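 also: agonist challenge used bursicon conditioned medium at about half maximal strength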
Xi reactivation: reactivates the inactive X chromosome in mouse fibroblasts | XiGFP mouse fibroblasts, % GFP-positive cells imaging, 3 d; cells co-treated with 5-aza-dC sensitizer; scaled so ellipticine positive control = 100% | activation, % at 7.58 µM | actives 0.055% (n = 360,000);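 active = mean normalized replicate activation at least 10% and every replicate at or above 10%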;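 also: 0% = median of on-plate neutral control wells and 100% = ellipticine 6 µM median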
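assay system = SV40-immortalized XiGFP fibroblast cells, line 68-5-11 | buffer or medium = DMEM plus 5-aza-dC sensitizer | doses = single-point pinned compound dosing | times = 3-day compound exposure, then 15 min fixation at room temperature | benchmarks = positive control ellipticine, 6 µM final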
C2C12 statin: suppressors of simvastatin-induced myotoxicity in C2C12 myotubes. ATP luminescence, 48 h; scaled: DMSO 0, geranylgeraniol control 100. rescue of ATP level, % at 7.49 µM. actives 0.78% (n = 330,000);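 active = mean ATP rescue above about 67%, or every replicate alone reaching that limit, limit read from the data, passing the limit was not always enough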;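 also: myotubes were challenged with 10 µM simvastatin during compound exposure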
S100A4 inh HTS: blocks human S100A4 binding to myosin IIA peptide; S100A4/TAMRA-MyoIIA peptide fluorescence polarization; inhibition, % at 10.7 µM; actives 0.14% (n = 360,000); P26447; AID 652163;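 active = mean inhibition of at least 70% across replicates, with every replicate also reaching that level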
Target sequence (P26447 whole entry, looked up): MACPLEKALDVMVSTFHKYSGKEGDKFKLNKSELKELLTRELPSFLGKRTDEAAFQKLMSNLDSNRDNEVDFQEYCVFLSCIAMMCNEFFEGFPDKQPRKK
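System – human S100A4 monomer protein, biochemical binding assay · Buffer or medium – Calcium-containing HEPES buffer, pH 7.2 · Timing – 5 min between mix addition and reading · Also added – TAMRA-labelled myosin IIA heavy-chain peptide probe, 5 nM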
Cneo AK release: causes C. neoformans cell lysis; actives 0.2% (n = 360,000); adenylate kinase release luminescence, 4 h; normalised: neutral wells 0, clomiphene wells 100; lysis activity, % at 15 µM;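 active = mean lysis activity across replicates of at least 80%, whatever share of replicates individually reach that level; inactive = mean lysis activity below 80%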
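Material: C. neoformans cells; Schedule: 4 h static compound exposure, 37 °C, read 1 h post-reagent; Measured by: adenylate kinase release luminescence; Read-out: signal increase indicating cell lysis; Controls: Clomiphene as positive lysis control.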
The depositor's hits bear a star; & = joins results of further samples; ! = repeats disagree. Not all compounds are listed (hit frequency here may not be typical).

For C[C@@H]1CCCCO[C@@H](CN(C)Cc2ccc(C(F)(F)F)cc2)[C@H](C)CN([C@@H](C)CO)C(=O)c2cc(NS(=O)(=O)c3ccc(F)cc3)ccc2O1 the results were SIRT5 block 19.0*, PGC1a acetyl inh 0.2, ERAP1 HTS inh -0.8, LGR2 antag -1.4, Xi reactivation 0.3, S100A4 inh HTS -24.9 and Cneo AK release 6.2.
Screening O=C(N=C1SC2CS(=O)(=O)CC2N1c1ccc(F)cc1)C1CCCCC1 (stereo unspecified) returned SIRT5 block 0.4, PGC1a acetyl inh 3.9, ERAP1 HTS inh 2.3, LGR2 antag 3.2, Xi reactivation 0.2, C2C12 statin 0.0, S100A4 inh HTS -1.9 and Cneo AK release -1.7.
`C[C@H]1CN(S(=O)(=O)c2ccc3c(c2)OCCO3)CCN1S(=O)(=O)c1c(F)cccc1F` gave PGC1a acetyl inh -21.5, LGR2 antag -0.7, Xi reactivation -0.4, C2C12 statin -0.5, S100A4 inh HTS 0.0 and Cneo AK release -1.2.
`COc1ccc(CNC(=O)[C@@H](C)NC(=O)C2CCN(C(=O)[C@@H](N)CCSC)CC2)cc1` gave PGC1a acetyl inh -6.0, LGR2 antag -3.9, C2C12 statin -1.6, S100A4 inh HTS -10.4 and Cneo AK release -0.1.
CC(C)NC(=O)N(C)C[C@H]1Oc2ccc(NS(=O)(=O)c3ccccc3)cc2CC(=O)N([C@H](C)CO)C[C@H]1C was read as SIRT5 block -3.8, PGC1a acetyl inh 0.2, LGR2 antag -20.1, Xi reactivation 0.2, C2C12 statin -22.5, S100A4 inh HTS -36.8 and Cneo AK release 1.1.
Screening CN1CCN(CCCc2c3c(cc4c2CCC4)CCC3)CC1 returned PGC1a acetyl inh -0.3, ERAP1 HTS inh -4.3, LGR2 antag -12.2, Xi reactivation 0.4, S100A4 inh HTS 15.3 and Cneo AK release 8.8.
For CCCC(=O)Nc1ccc2c(c1)OC[C@@H](C)N(CCc1ccccc1)C[C@@H](C)[C@H](OC)CN(C)C2=O the results were PGC1a acetyl inh -2.5, LGR2 antag 12.0, Xi reactivation -0.3 and C2C12 statin 17.5.
CC(=O)Nc1ccc(CN(C)c2c(C)nc3ccc(C(=O)NCCCN4CCCC4=O)cn23)cc1 was read as SIRT5 block -0.5, PGC1a acetyl inh 8.1, ERAP1 HTS inh -0.1, LGR2 antag 5.1, Xi reactivation 0.3, C2C12 statin 15.9, S100A4 inh HTS -9.2 and Cneo AK release -0.7.
Cc1cc(Cl)ccc1NC(=S)NC(C)(C)C was read as ERAP1 HTS inh -0.6, LGR2 antag -30.2, Xi reactivation 0.8 and S100A4 inh HTS 24.9.
For CCC(=O)N1CC[C@@H]2[C@@H](CO)N(C)c3ccc(-c4ccccc4F)cc3[C@@H]21 the results were SIRT5 block -3.7, PGC1a acetyl inh 2.4, ERAP1 HTS inh 1.0, LGR2 antag -14.4, Xi reactivation 0.0, C2C12 statin 17.3, S100A4 inh HTS 2.7 and Cneo AK release 3.0.
`O=C(NCc1ccco1)C(=O)c1cn(CC(=O)N2CCCCC2)c2ccccc12` gave SIRT5 block 0.4, PGC1a acetyl inh -14.8, ERAP1 HTS inh -5.3, LGR2 antag 3.2, Xi reactivation -0.1 and S100A4 inh HTS -0.7.
`CCOC(=O)NC(=O)COC(=O)CCCSc1nc2ccccc2s1` gave SIRT5 block 1.1, PGC1a acetyl inh -0.3, ERAP1 HTS inh -1.3, LGR2 antag -12.0, Xi reactivation 0.0 and S100A4 inh HTS -1.2.
Cn1c(/C=C/c2ccc(Cl)cc2Cl)c([N+](=O)[O-])c(=O)n(C)c1=O was read as SIRT5 block 0.9, ERAP1 HTS inh 1.9, LGR2 antag 56.0*, Xi reactivation 0.5, C2C12 statin 24.4, S100A4 inh HTS -17.0 and Cneo AK release 5.2.
`C[C@H]1CCCCO[C@@H](CN(C)CC2CC2)[C@@H](C)CN([C@@H](C)CO)C(=O)c2cc(NS(=O)(=O)c3ccccc3)ccc2O1` gave SIRT5 block 0.8&-2.4&-2.9, PGC1a acetyl inh -7.8&-4.5, ERAP1 HTS inh -0.4&-2.1&-12.2, LGR2 antag 18.5&0.5, Xi reactivation 0.7&-0.2, S100A4 inh HTS 8.8&6.5&-21.0 and Cneo AK release -1.4&-0.9.
COc1ccc2c(c1)S(=O)(=O)c1ccccc1N2 was read as SIRT5 block -4.0, PGC1a acetyl inh 7.4, LGR2 antag -1.0, Xi reactivation 1.6, C2C12 statin -12.0 and S100A4 inh HTS -0.9.
Screening COc1cccc(-c2nc(NCc3cccnc3)c3ccccc3n2)c1O returned SIRT5 block -3.4, PGC1a acetyl inh -2.6, ERAP1 HTS inh 1.3, LGR2 antag 5.3, Xi reactivation 0.1, C2C12 statin 42.9, S100A4 inh HTS -3.0 and Cneo AK release 2.2.
For C[C@@H]1CCCCO[C@@H](CN(C)C(=O)Cc2ccccc2)[C@H](C)CN([C@H](C)CO)C(=O)c2cc(NS(=O)(=O)c3cccs3)ccc2O1 the results were SIRT5 block 2.9, PGC1a acetyl inh -5.9, ERAP1 HTS inh 0.1, LGR2 antag 10.1, Xi reactivation -0.3, S100A4 inh HTS 15.0 and Cneo AK release -3.4.
Screening Cc1ccc(C)c(Nc2nc(-c3cccnc3)cs2)c1 returned SIRT5 block 0.3, ERAP1 HTS inh 2.0, LGR2 antag -21.0, Xi reactivation -0.1, C2C12 statin -17.4, S100A4 inh HTS -1.6 and Cneo AK release -0.3.
`CC(C)(C)OC(=O)N1CCC(NC(=O)c2nc[nH]c2C(=O)NC2CCN(C(=O)OC(C)(C)C)CC2)CC1` gave SIRT5 block -8.3, PGC1a acetyl inh -1.3, ERAP1 HTS inh -2.7, LGR2 antag -7.5, Xi reactivation 0.1, C2C12 statin -0.9, S100A4 inh HTS 0.5 and Cneo AK release -1.2.
For CCOc1ncnc2c1[nH]c1ccccc12 the results were PGC1a acetyl inh -20.3, ERAP1 HTS inh -1.9, LGR2 antag -10.1, Xi reactivation 0.1, C2C12 statin 130.9*, S100A4 inh HTS -2.2 and Cneo AK release -2.8.
`C[C@@H]1CN([C@@H](C)CO)C(=O)CCCn2nncc2CO[C@H]1CN(C)Cc1ccc(Cl)c(Cl)c1` gave SIRT5 block 16.0*!, PGC1a acetyl inh -4.5&1.8, ERAP1 HTS inh -1.4&2.9&-1.1, LGR2 antag -14.8&3.5, Xi reactivation -0.1&0.0, C2C12 statin 12.4&49.0&41.9, S100A4 inh HTS 0.9&12.2&-4.9 and Cneo AK release 0.1&-5.1&-4.7.
Screening Cc1ccc2[nH]c(=O)c(CN(C)S(=O)(=O)c3cccc4nonc34)cc2c1 returned SIRT5 block -2.8, PGC1a acetyl inh 2.0, ERAP1 HTS inh 0.3, LGR2 antag -1.1, Xi reactivation 0.7, C2C12 statin -2.9, S100A4 inh HTS 0.2 and Cneo AK release -4.5.
Screening O=C(COc1ccc(F)cc1)Nc1nc(-c2ccccn2)cs1 returned SIRT5 block -2.5, PGC1a acetyl inh 4.1, ERAP1 HTS inh -1.7, LGR2 antag 0.0, Xi reactivation -0.1, C2C12 statin 17.5, S100A4 inh HTS 2.5 and Cneo AK release 4.7.
For O=C(N/N=C/C(Br)=C/c1ccccc1)C(O)c1ccccc1 (stereo unspecified) the results were SIRT5 block -0.4, PGC1a acetyl inh -49.0, ERAP1 HTS inh 4.5, LGR2 antag -30.1, Xi reactivation 3.3, S100A4 inh HTS 2.7 and Cneo AK release -6.8.
Screening O=C(Nc1ccc2c(c1)CCC2)c1cc2ccccc2o1 returned SIRT5 block -5.1, PGC1a acetyl inh -23.4, ERAP1 HTS inh 6.5, LGR2 antag -19.4, S100A4 inh HTS 7.5 and Cneo AK release -10.5.
`O=C(Cc1ccc(Cl)c(Cl)c1)Nc1cccc2ncccc12` gave SIRT5 block -3.6, PGC1a acetyl inh -12.1, ERAP1 HTS inh -0.8, LGR2 antag 5.4, Xi reactivation 0.0 and S100A4 inh HTS 49.3.
Screening CC(=O)c1ccc(N2CCN(S(=O)(=O)c3cc(-c4cc(C)no4)ccc3C(C)C)CC2)cc1 returned SIRT5 block -1.4, ERAP1 HTS inh 0.7, LGR2 antag -10.7, Xi reactivation 0.2, C2C12 statin 12.4, S100A4 inh HTS -2.2 and Cneo AK release 1.4.
Screening CC(C)NC(=O)Nc1ccc2c(c1)CC(=O)N([C@H](C)CO)C[C@H](C)[C@@H](CN(C)CC1CCCCC1)O2 returned SIRT5 block 5.8, ERAP1 HTS inh 1.1, LGR2 antag -3.6, Xi reactivation 0.2, C2C12 statin -9.5, S100A4 inh HTS 4.9 and Cneo AK release -10.8.
Screening CN(C)c1cc[n+](CC(=O)Nc2c(Cl)cc(Cl)cc2Cl)cc1 returned SIRT5 block -3.7, PGC1a acetyl inh -0.4, ERAP1 HTS inh -4.8, LGR2 antag 2.7, Xi reactivation 0.0, C2C12 statin 8.8 and S100A4 inh HTS 4.2.
`COCCCNC(=O)CC1C[C@H](C(=O)N2CCCCC2)[C@@]2(CCc3ccccc3)c3[nH]c4ccccc4c3CCN2C1=O` (stereo partly specified) gave SIRT5 block -5.3, PGC1a acetyl inh -1.3, ERAP1 HTS inh 20.5, LGR2 antag -13.7, Xi reactivation 0.1, C2C12 statin 14.1, S100A4 inh HTS -0.5 and Cneo AK release -4.3.

A draw from above in order of count of non-hydrogen atoms, smallest number first:
`O=C(Cc1ccc(Cl)c(Cl)c1)Nc1cccc2ncccc12` gave SIRT5 block -3.6, PGC1a acetyl inh -12.1, ERAP1 HTS inh -0.8, LGR2 antag 5.4, Xi reactivation 0.0 and S100A4 inh HTS 49.3.
Screening COc1cccc(-c2nc(NCc3cccnc3)c3ccccc3n2)c1O returned SIRT5 block -3.4, PGC1a acetyl inh -2.6, ERAP1 HTS inh 1.3, LGR2 antag 5.3, Xi reactivation 0.1, C2C12 statin 42.9, S100A4 inh HTS -3.0 and Cneo AK release 2.2.
`COCCCNC(=O)CC1C[C@H](C(=O)N2CCCCC2)[C@@]2(CCc3ccccc3)c3[nH]c4ccccc4c3CCN2C1=O` (stereo partly specified) gave SIRT5 block -5.3, PGC1a acetyl inh -1.3, ERAP1 HTS inh 20.5, LGR2 antag -13.7, Xi reactivation 0.1, C2C12 statin 14.1, S100A4 inh HTS -0.5 and Cneo AK release -4.3.

Other results follow:
Screening O=C(N[C@H](CO)Cc1ccccc1)[C@H]1O[C@@H](n2ccc(=O)[nH]c2=O)[C@H](O)[C@@H]1O returned SIRT5 block 7.6, PGC1a acetyl inh 2.2, ERAP1 HTS inh -2.1, LGR2 antag -8.1, Xi reactivation 0.0, C2C12 statin -5.5, S100A4 inh HTS -1.0 and Cneo AK release -0.6.
CCN(CC(=O)Nc1cc(Cl)ccc1C)C(=O)CN1C(=O)NC(CC)(c2ccccc2)C1=O (stereo unspecified) was read as SIRT5 block -1.2, ERAP1 HTS inh -2.6, LGR2 antag -3.7, Xi reactivation 0.0 and S100A4 inh HTS 5.9.
`CCCn1c(N)c(N(CCOC)C(=O)c2ccc(N(C)S(=O)(=O)c3ccc(C)cc3)cc2)c(=O)[nH]c1=O` gave SIRT5 block -1.6, ERAP1 HTS inh 18.6, LGR2 antag 1.6, Xi reactivation -0.1, C2C12 statin -0.2, S100A4 inh HTS 1.3 and Cneo AK release 0.2.
`COc1ccccc1CNC(=O)CSc1cc(=O)n(C)c2ccccc12` gave SIRT5 block -7.7, ERAP1 HTS inh -1.3, LGR2 antag -16.8, Xi reactivation 0.3 and S100A4 inh HTS 3.8.
For O=C(CNS(=O)(=O)c1ccc(Br)s1)NC1CCCc2ccccc21 (stereo unspecified) the results were SIRT5 block -5.2, ERAP1 HTS inh -0.6, LGR2 antag 14.7, Xi reactivation 0.1 and S100A4 inh HTS 0.9.
